Bioassay records deposited in PubChem by several laboratories.
OX1R antag-1: OX1R (human) antagonism; OX1R-expressing cells, FRET antagonist read-out; inhibition, % at 6.6 µM; hit rate 1.8% among 330,000; AID 485270; in the data active = inhibition mostly above about 38%, no sharp cut-off; inactive = mostly below about 40%;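 note: 0% = agonist challenge alone and 100% = reference antagonist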
Target sequence (O43613 whole entry, looked up): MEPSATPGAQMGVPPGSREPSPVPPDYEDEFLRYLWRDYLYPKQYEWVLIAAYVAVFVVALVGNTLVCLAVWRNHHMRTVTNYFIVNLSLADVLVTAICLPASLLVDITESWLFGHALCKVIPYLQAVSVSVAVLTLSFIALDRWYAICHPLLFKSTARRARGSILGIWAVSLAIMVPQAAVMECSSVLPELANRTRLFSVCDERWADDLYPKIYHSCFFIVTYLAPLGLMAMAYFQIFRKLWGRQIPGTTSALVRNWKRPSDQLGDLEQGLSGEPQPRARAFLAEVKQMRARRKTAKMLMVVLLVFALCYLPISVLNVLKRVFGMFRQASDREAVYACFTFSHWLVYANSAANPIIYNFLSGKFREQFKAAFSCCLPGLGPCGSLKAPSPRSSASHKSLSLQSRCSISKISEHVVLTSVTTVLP
CHT allo act: allosteric activators of human choline transporter CHT; B-score at 10 µM; hit rate 0.49% among 310,000; AID 488977; CHT-expressing cells, membrane potential dye, choline EC20; active compounds read high; LV-AA mutant CHT in HEK293 cells;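 active = initial fluorescence not abnormally high and integrated response B-score, plate-corrected, over 3 SD above library mean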
Target sequence (Q9GZV3 whole entry, looked up): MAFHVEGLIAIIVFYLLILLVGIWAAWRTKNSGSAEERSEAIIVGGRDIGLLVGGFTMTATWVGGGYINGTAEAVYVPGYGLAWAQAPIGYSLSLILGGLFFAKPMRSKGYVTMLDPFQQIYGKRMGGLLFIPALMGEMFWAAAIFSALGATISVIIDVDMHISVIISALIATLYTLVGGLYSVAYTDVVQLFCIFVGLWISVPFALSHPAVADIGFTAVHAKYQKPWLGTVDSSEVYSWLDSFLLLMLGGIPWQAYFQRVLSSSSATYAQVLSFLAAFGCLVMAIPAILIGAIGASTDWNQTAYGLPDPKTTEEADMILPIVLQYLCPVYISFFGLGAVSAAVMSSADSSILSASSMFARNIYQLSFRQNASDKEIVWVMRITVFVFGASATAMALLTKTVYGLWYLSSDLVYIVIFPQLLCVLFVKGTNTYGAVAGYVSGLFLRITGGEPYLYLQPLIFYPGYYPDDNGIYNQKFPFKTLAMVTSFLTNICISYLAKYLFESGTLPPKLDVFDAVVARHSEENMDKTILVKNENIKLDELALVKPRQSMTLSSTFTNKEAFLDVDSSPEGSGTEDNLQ
OX1R antag-2: blocks the human orexin 1 receptor; hit rate 0.43% among 330,000; AID 434989; CHO/OX1R cells, Fluo-8 calcium fluorescence, orexin A; O43613; inhibition, % at 5 µM;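 active = inhibition above its plate's threshold, mean inhibition of all tested compounds on the plate plus 3 SD, cut at about 37% in these data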;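 note: 0% = orexin A challenge wells and 100% = SB-334867-A antagonist wells; not every result past the cut was called active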
Numbers without * were called inactive; i = inactive; . = no result given.

Start of the data: the first 2 entries as a preview:
SMILES	OX1R antag-1	CHT allo act	OX1R antag-2
CCCCOc1ccccc1C1CC(=O)NC2=C1C(=O)CCC2 (stereo unspecified)	8	11*	-1
CN1CCN(NC(=O)c2cn(-c3ccccc3)nc2-c2cccc(Br)c2)CC1	25	i	-1

The whole of this part, previewed entries included:
SMILES	OX1R antag-1	CHT allo act	OX1R antag-2
CCCCOc1ccccc1C1CC(=O)NC2=C1C(=O)CCC2 (stereo unspecified)	8	11*	-1
CN1CCN(NC(=O)c2cn(-c3ccccc3)nc2-c2cccc(Br)c2)CC1	25	i	-1
COc1ccc2cc3cc(C(=O)N4CCN(Cc5ccc6c(c5)OCO6)CC4)oc3nc2c1	43	i	-39
Cc1ccc(N(Cc2ccccc2)C(=O)c2cccc(S(=O)(=O)N3CC(C)OC(C)C3)c2)cc1 (stereo unspecified)	19	i	-40
COc1ccc(C(O)Cc2nc3ccccc3n2C)cc1OC (stereo unspecified)	22	i	-15
CC(=O)N[C@@H](Cc1c[nH]c2ccccc12)C(=O)NC1CC1	2	i	-4
COc1ccc(-c2cc(C(F)(F)F)c3c(N)c(C(=O)NCCSC)sc3n2)cc1	17	i	-21
O=C(Nc1ccc(F)cc1)Nc1ccc(NC(=O)c2ccccc2O)cc1	11	i	5
C=CCCCCCCCCc1nc(SCC(=O)O)n[nH]1	7	i	-7
Cn1c(CS/C(N)=N/N=C/c2ccccc2)c(Br)c(=O)n1-c1ccccc1	12	i	-18
CC(/C=C/c1ccccc1)=N\NC(=S)NC(C)C	40	i	-33
CCCC1C(c2ccc(OC)cc2)C(C#N)(C#N)C2(C#N)CC1(N)NC2=O (stereo unspecified)	5	i	-9
CC(=O)c1cccc(NS(=O)(=O)c2cc3c(cc2C)N(C(C)=O)CCO3)c1	13	i	-27
CCOc1ccc(CN2CCN(C(=O)c3ccccc3)CC2)cc1	32	i	-22
CCn1c(CCC(N)=O)nnc1SCC(=O)c1cc(C)n(C2CC2)c1C	9	.	-2
COc1ccc(C(=O)Nc2ccc(Cl)c(S(=O)(=O)N3CCOCC3)c2)cc1	24	.	43*
Cc1ccc(C(C(=O)NC2CCCC2)N2CCCCC2)cc1 (stereo unspecified)	9	i	-3
CCOC(=O)Cc1csc(NC(=O)c2cccc(OC)c2)n1	26	i	-12
O=c1c(-c2ccc(F)cc2)[n+]([O-])c2ccccc2n1OCc1ccccn1	18	i	-4
COC(=O)c1scc(C)c1NC(=O)C1CCCCC1	2	i	-18

SMILES	OX1R antag-1	CHT allo act	OX1R antag-2
COc1ccc(Cl)cc1NC(=S)Nc1cccnc1	12	i	-1
COc1cccc(OC)c1Oc1ccc(C(F)(F)F)cn1	1	i	0
CCn1ncc([N+](=O)[O-])c1C(=O)N1CCCC1	12	i	4
COC(=O)C1=C(C)N(Cc2ccccc2)C(=NCc2ccco2)N[C@H]1c1cccc(F)c1	7	.	-1
O=C(CC1c2ccccc2Oc2ccccc21)Nc1ccccc1C(F)(F)F	62	i	0
NS(=O)(=O)c1ccc(NC(=O)/C(=C/c2ccncc2)NC(=O)c2ccccc2)cc1	0	i	1
C=CCn1c(COc2ccc(CC)cc2)nnc1SC/C(O)=C(\C#N)c1nc2ccccc2[nH]1	19	i	-33
Cc1nn(-c2ccccc2)c(Cl)c1C(=O)NCC1CCCO1 (stereo unspecified)	1	.	-10
CCc1c(C)nc(SCC(=O)Nc2ccc(Br)cc2)[nH]c1=O	9	i	-24
Cc1ccc(S(=O)(=O)N2CCN(C(=O)CSc3nc4ccccc4o3)C2)cc1	16	i	-23
CCOCCOC(=O)C1=C(C)N(C)C(=O)NC1c1ccccc1F (stereo unspecified)	5	i	-8
CCn1cc(S(=O)(=O)NCc2ccc3c(c2)OCO3)cn1	-1	i	-14
Fc1ccc2[nH]c3c(NCCN4CCOCC4)ncnc3c2c1	25	i	-7
CCN(CC)S(=O)(=O)c1ccc(-c2cn3cc(Cl)ccc3n2)cc1	13	i	10
NC(=O)c1nsc(C(=O)N(c2ccc(F)cc2)C(C(=O)NCC2CCCO2)c2ccc3ncccc3c2)c1N (stereo unspecified)	33	i	-14
O=C1COc2ccc(NC(=O)N3CCN(c4ccc(F)cc4)CC3)cc2N1	14	i	5
Cc1cc(C)c(NC(=O)c2ccc(CNS(=O)(=O)c3cc(C(F)(F)F)ccc3Cl)cc2)c(C)c1	12	i	-24
Cc1cc(=O)oc2cc(O[C@@H]3O[C@H](CO)[C@H](O)[C@H](O)[C@H]3O)ccc12	-4	i	-5
Cc1ccc(S(=O)(=O)NCC(=O)N(CC(=O)NCc2ccco2)Cc2ccco2)cc1	-10	i	-1
Cc1cc(NCCN2CCOCC2)n2c(nc3ccccc32)c1C#N	36	i	-16

SMILES	OX1R antag-1	CHT allo act	OX1R antag-2
c1ccc2c(c1)COC(CN1CCCCC1)OC2	22	i	-7
Cc1ccc(F)cc1NC(=O)N1CCN(c2ccnc3cc(Cl)ccc23)CC1	7	i	-30
CCC1CCc2sc(C(=O)NNC(=S)NCC3CCCO3)cc2C1 (stereo unspecified)	12	.	2
CC1CN(C(=O)c2ccccc2)C(=Nc2cccc(S(=O)(=O)N(C)C)c2)S1 (stereo unspecified)	13	i	-18
CCOC(=O)CNC(=O)CSc1nc(Cc2ccccc2)nc2ccccc12	11	i	-12
C=C(C)[C@@H]1CC[C@]2(C(=O)O)CC[C@]3(C)[C@H](CC[C@@H]4[C@@]5(C)CC[C@H](O)C(C)(C)[C@@H]5CC[C@]43C)[C@@H]12	18	i	-8
CCN(CC)CCn1c2c(c(SCC(=O)NCc3ccccc3)nc1=O)CCC2	13	i	-12
O=C(NCCc1cccs1)C1CC(c2cccc(F)c2)=NO1 (stereo unspecified)	19	i	-12
CC(C)N(CC(=O)Nc1ccc(Cl)cc1C(F)(F)F)C(=O)CCl	5	i	-16
CCN(CC(=O)Nc1ccc(NC(C)=O)cc1)C(=O)c1oc2ccccc2c1C	14	i	-26
O=C1CC(C(=O)N(c2cccc(F)c2)C(C(=O)NC2CCCC2)c2ccccn2)CS1 (stereo unspecified)	5	i	-24
CCOc1ccc(NS(=O)(=O)c2cc(OCC(N)=O)c(C)cc2Cl)cc1	12	i	-16
O=C(O)C1CCN(S(=O)(=O)c2ccc(Oc3ccccc3)cc2)CC1	14	i	3
CCc1nnc(NC(=O)c2c(O)c3c([nH]c2=O)CCCC3)s1	6	i	-53
CCOc1cc(C(=O)N(C)Cc2cc3cc(OC)ccc3[nH]c2=O)cc(OCC)c1OCC	9	i	-38
CCO[C@@H]1OC(C(=O)N2CCCCCCC2)=C[C@H](c2csc3ccccc23)[C@H]1CCCO	8	i	-13
CCS(=O)(=O)N1CCCC(C(=O)NCc2cccnc2)C1 (stereo unspecified)	1	i	-14
O=C(CSc1nnc(CNC(=O)c2ccc(F)cc2)o1)NCCc1ccccc1	19	i	0
COc1ccc(C2=CC3=C(Br)C(=O)C(C)(OC(=O)c4cccs4)C(=O)C3=CO2)cc1 (stereo unspecified)	13	i	-25
O=C(/C=C/c1ccc([N+](=O)[O-])cc1)NCCc1ccc(F)cc1	23	i	-11

Reprinted at random: 7 entries already listed
SMILES	OX1R antag-1	CHT allo act	OX1R antag-2
O=C1CC(C(=O)N(c2cccc(F)c2)C(C(=O)NC2CCCC2)c2ccccn2)CS1 (stereo unspecified)	5	i	-24
CCO[C@@H]1OC(C(=O)N2CCCCCCC2)=C[C@H](c2csc3ccccc23)[C@H]1CCCO	8	i	-13
c1ccc2c(c1)COC(CN1CCCCC1)OC2	22	i	-7
CCS(=O)(=O)N1CCCC(C(=O)NCc2cccnc2)C1 (stereo unspecified)	1	i	-14
CCOC(=O)CNC(=O)CSc1nc(Cc2ccccc2)nc2ccccc12	11	i	-12
O=C(CSc1nnc(CNC(=O)c2ccc(F)cc2)o1)NCCc1ccccc1	19	i	0
C=C(C)[C@@H]1CC[C@]2(C(=O)O)CC[C@]3(C)[C@H](CC[C@@H]4[C@@]5(C)CC[C@H](O)C(C)(C)[C@@H]5CC[C@]43C)[C@@H]12	18	i	-8

(next part)
SMILES	OX1R antag-1	CHT allo act	OX1R antag-2
CC(=O)n1cc(/C=N/NC(=O)c2ccccc2O)c2ccccc21	20	i	-26
Cc1ccc(CCNS(=O)(=O)c2cc3c(cc2C)n(C)c(=O)c(=O)n3C)cc1	10	i	-7
C=CCn1c(CSCc2ccc(Cl)cc2)nnc1SCC(=O)NCc1ccccc1	6	i	-29
CC(C)CC1NC(=O)N(CC(=O)Nc2ccc(-c3ccccc3)cc2)C1=O (stereo unspecified)	3	.	1
Cc1cc(Nc2cccc(F)c2)n2ncnc2n1	12	i	6
COc1ccc(C(CNC(=O)c2ccco2)N2CCCC2)cc1 (stereo unspecified)	0	.	-9
Cc1ccc2sc(-c3ccc(NC(=O)c4cc(-n5cnnc5)ccc4Cl)cc3)nc2c1	20	i	10
CC(NC(=O)CCn1ccc2cc(S(=O)(=O)N3CCCC3)ccc21)c1ccccc1 (stereo unspecified)	14	i	-39
COc1ccccc1C1(CC(=O)O)CCOC(C(C)C)C1 (stereo unspecified)	11	i	-10
COc1ccccc1NC(=O)Nc1sccc1-c1nc2ccccc2s1	19	i	32
COc1ccc(/C=C2\CCCC3C2=NN(C(=O)c2scnc2C)C3c2ccc(OC)c(OC)c2)cc1OC (stereo unspecified)	8	i	-33
O=C(CSc1nnc(NC2CC2)s1)Nc1ccc(N2CCOCC2)cc1	0	.	3
COCCOCC(O)CN1CCN(c2ccc(C)cc2)CC1 (stereo unspecified)	8	i	-7
COc1ccc(S(=O)(=O)N(C)CC(=O)N2CCCC2)cc1Cl	7	i	-21
COC(=O)c1ccc(NS(=O)(=O)c2ccc(SC)cc2)cc1	12	i	-3
CCOc1cccc(C2C(C#N)=C(N)Oc3cc(C)[nH]c(=O)c32)c1OCC (stereo unspecified)	11	i	-3
COc1cccc(NC(=O)Nc2ccc3c(c2)nc(C)n3C)c1	9	i	-20
COC(=O)[C@H](Cc1ccccc1)NC(=O)Cn1cnc2c(NCc3ccccc3)ncnc21	5	.	6
CCCCc1cc(=O)oc2cc(C)cc(OC(C)C(=O)NCc3ccncc3)c12 (stereo unspecified)	4	i	-24
CCCCCn1c(CN2CCN(C)CC2)nc2c1c(=O)n(C)c(=O)n2C	3	i	-9

SMILES	OX1R antag-1	CHT allo act	OX1R antag-2
O=C(O)c1ccc(N2C(=O)CC(N3CCN(c4ccc(Cl)cc4)CC3)C2=O)cc1 (stereo unspecified)	20	i	4
CCN(CC)CCCn1c(SCC(=O)Nc2cccc(F)c2)nnc1-c1ccoc1C	21	i	-17
COc1cc(OC)cc(C(=O)NNC(=O)CCC(=O)c2cccs2)c1	15	i	-6
CNC(=O)COc1ccc(-c2nn(C)c(=O)c3ccccc23)cc1	6	i	-4
O=C(Cc1cccs1)N1CCCC(c2nc3c(nnn3Cc3ccccc3Cl)c(=O)[nH]2)C1 (stereo unspecified)	6	i	-42
COc1cccc(C(=O)NCC(c2ccco2)N2CCOCC2)c1 (stereo unspecified)	14	i	-6
O=C(CSc1nnc(NC(=O)C2CC2)s1)Nc1ccccc1Cl	14	i	-3
CN(C(=O)COC(=O)CCc1c[nH]c2ccccc12)C(c1ccccc1)c1ccccc1	-2	i	-20
COc1cc(C2C(C#N)=C(N)N(N(C)C)C3=C2C(=O)CC(C)(C)C3)ccc1O (stereo unspecified)	5	i	-4
CCOC(=O)/C(=N\Nc1cc(Cl)ccc1Cl)N1CCN(CC)CC1	10	i	-21
Cc1cc(C)nc(SC(C)C(=O)Nc2ccc(S(N)(=O)=O)cc2)n1 (stereo unspecified)	3	i	9
Cc1cc(NC(=O)c2cc(-c3ccccc3C)nc3ccccc23)no1	20	i	-35
CSc1ccc(/C=C(/Sc2nnc(-c3ccccc3)o2)C(=O)O)cc1	5	i	-26
Cc1ncc([N+](=O)[O-])n1CC(=O)Nc1ccc(OC(F)(F)Cl)cc1	-2	i	2
COc1ccccc1CNC(=O)C(C)Sc1ccc(C)cc1 (stereo unspecified)	15	i	-20
Cc1nn(C)c(C(=O)NNC(=S)NCC(C)C)c1Cl	14	i	-12
CC12CCC(=O)N1C(C(=O)NCCc1ccc(F)cc1)CS2 (stereo unspecified)	1	i	-17
CC(=O)c1cccc(NC(=O)CSc2nc3ccccc3c(=O)n2CCCN2CCOCC2)c1	3	.	-32
CC(=O)Nc1c(Cl)cnn(-c2ccccc2)c1=O	11	i	-6
O=C1OC(c2ccccc2)=C/C1=C/N1CCCCC1	20	i	-27

SMILES	OX1R antag-1	CHT allo act	OX1R antag-2
Nc1nonc1C(=O)N/N=C/c1cc2c(cc1Br)OCO2	22	i	-12
O=[N+]([O-])c1cccc(/C=N/NC2=NCCCCC2)c1	43	i	-78
O=C(COC(=O)Cc1ccsc1)Nc1ccc(Cl)cn1	5	.	2
Cc1ccc(Nc2nc(N)c3ccccc3n2)cc1Cl	13	i	-20
